Source: PubChem (National Center for Advancing Translational Sciences (NCATS))
N370S GC mod – qHTS Assay for Inhibitors and Activators of N370S glucocerebrosidase as a Potential Chaperone Treatment of Gaucher Disease. N370S GC spleen homogenate, 4MU-glucoside fluorescence. actives 0.092% (n = 330,000). Potency, µM (highest dose often 59.4 µM), for inactives: at the top dose activity change, negative = inhibition, usual class: inhibitors. Lysosomal acid glucosylceramidase (Homo sapiens), P04062;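 note: 0% = full enzyme activity and -100% = no enzyme basal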
TDP1 inh – qHTS Assay for Inhibitors of Tyrosyl-DNA Phosphodiesterase (TDP1); Tyrosyl-DNA phosphodiesterase 1 (Homo sapiens), Q9NUW8; recombinant TDP1, AlphaScreen DNA substrate cleavage; Potency, µM (titrated, usually from 130 µM), without a hit: top-dose activity change, negative = inhibition, actives largely listed as inhibitors; actives 0.28% (n = 350,000); AID 485290, 2010; note: nearly all actives have a fitted effect of over 40% in size
Target sequence (Q9NUW8 whole entry, looked up): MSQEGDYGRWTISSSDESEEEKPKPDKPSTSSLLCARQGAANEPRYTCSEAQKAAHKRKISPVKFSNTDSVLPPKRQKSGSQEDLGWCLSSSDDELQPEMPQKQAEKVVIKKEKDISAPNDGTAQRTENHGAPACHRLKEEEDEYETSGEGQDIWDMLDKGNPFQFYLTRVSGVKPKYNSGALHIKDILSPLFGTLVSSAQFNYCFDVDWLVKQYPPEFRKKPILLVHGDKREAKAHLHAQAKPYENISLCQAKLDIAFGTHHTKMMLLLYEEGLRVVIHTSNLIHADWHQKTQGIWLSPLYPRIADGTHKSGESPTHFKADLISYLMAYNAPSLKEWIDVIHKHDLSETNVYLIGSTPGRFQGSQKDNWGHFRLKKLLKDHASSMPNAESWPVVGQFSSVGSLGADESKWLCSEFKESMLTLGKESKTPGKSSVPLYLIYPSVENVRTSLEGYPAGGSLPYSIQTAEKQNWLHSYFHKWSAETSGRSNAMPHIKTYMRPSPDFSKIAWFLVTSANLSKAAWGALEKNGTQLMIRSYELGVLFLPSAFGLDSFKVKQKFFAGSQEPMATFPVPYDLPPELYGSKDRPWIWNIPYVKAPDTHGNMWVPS
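Enzyme-compound mixtures sat 15 min at room temperature, followed by a 5 min reaction with 15 nM final substrate and 10 min with AlphaScreen beads. Recombinant human Tdp1 was used at 1 nM final.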
FEN1 inhibitor – qHTS Assay for the Inhibitors of Human Flap endonuclease 1 (FEN1). actives 0.35% (n = 390,000). P39748. Potency, µM (titrated, usually from 114 µM), for the others: at the top dose activity change, negative = inhibition, actives largely listed as inhibitors. Recombinant FEN1 flap cleavage, fluorescence, 15 min; note: nearly all actives have a fitted effect of over 65% in size
Target sequence (P39748 whole entry, looked up): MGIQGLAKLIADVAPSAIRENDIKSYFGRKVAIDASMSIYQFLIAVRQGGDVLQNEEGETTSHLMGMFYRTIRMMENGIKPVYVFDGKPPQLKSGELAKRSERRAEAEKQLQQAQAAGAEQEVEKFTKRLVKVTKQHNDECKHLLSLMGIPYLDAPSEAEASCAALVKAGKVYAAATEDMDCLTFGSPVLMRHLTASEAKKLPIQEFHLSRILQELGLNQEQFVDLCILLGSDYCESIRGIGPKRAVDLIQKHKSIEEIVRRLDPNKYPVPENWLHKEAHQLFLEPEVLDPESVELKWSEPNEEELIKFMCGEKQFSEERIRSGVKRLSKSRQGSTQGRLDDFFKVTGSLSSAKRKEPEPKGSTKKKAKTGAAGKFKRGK
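Read-out was taken twice, immediately and after 15 min, following addition of 50 nM substrate to 10 nM FEN1 that had sat with test compound for 15 min at room temperature. Curves came from a four-parameter Hill model.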
Numbers without * were called inactive; ? = inconclusive; . = not tested or not shown; & = joins results of further samples; [ ] = remark or other dose. Calls come from the whole dose curve; as a rule, active = well fitted curve in the direction sought with a large enough effect; inconclusive = small, poorly fitted or top-dose-only effect, or another doubt; inactive = no such curve, though single readings can be large; an effect the other way counts as inactive or inconclusive. Unless noted, % is set by controls: 0 for no effect and ±100 for the full control effect; potency is the fitted concentration of half-maximal effect.

1: Cc1ccc(-n2cc(CN3CCN(Cc4nccn4C)CC3)c(-c3ccc(F)cc3)n2)cc1
2: Cc1nc2nc(SCc3c(F)cccc3Cl)nn2c(C)c1Cc1ccccc1
3: CN(C)S(=O)(=O)c1ccc2c(c1)N(CC(=O)N1CCN(c3ccc(F)cc3)CC1)CCS2
4: C=C(C)c1cccc(C(C)(C)NC(=O)Nc2ccc(C)cn2)c1
5: O=C(O)CCn1cnc2onc(-c3cc(F)cc(F)c3)c2c1=O
compound no.	1	2	3	4	5
N370S GC mod	-7%	.	.	?	.
TDP1 inh	11%	5%	7%	-4%	4%
FEN1 inhibitor	-18%	-17%	7%	0%	-8%

6: COc1ccc(Nc2nc(C)cc(C)c2C(N)=O)cc1OC
7: CC(=O)c1ccc(NC(=O)CSc2nc(C3CC3)nc3ccccc23)cc1
8: Brc1ccc(Nc2c3c(nc4ncnn24)CCC3)cc1
9: Cc1cc(/C=C(\C#N)C(=O)NCc2ccco2)c(C)n1-c1cccnc1
10: COc1ccccc1CNCCCCCCNCCCCCCCCNCCCCCCNCc1ccccc1OC
compound no.	6	7	8	9	10
N370S GC mod	-5%	-6%	3%	-1%	-7%&-11%
TDP1 inh	.	-4%[0.0935 µM]	7%[56.1 µM]	6%	15%[56.1 µM]
FEN1 inhibitor	-2%	-3%	2%	-11%	?

11: COc1ccc(S(=O)(=O)N(C)CC(=O)Nc2ccc(F)cc2)cc1
12: Cc1cc(Nc2ccc3ccccc3c2)n2ncnc2n1
13: Cc1ccc(CN2CCC(CNS(=O)(=O)c3ccc(-c4ccc(=O)[nH]n4)s3)CC2)cc1
14: O=C(NCCc1nc2ccccc2n1CCCOc1ccc(Cl)cc1)C1CCCCC1
15: COc1ccc(CNC(=O)c2cccc3c2C(=O)N(CC2CCCO2)C3)cc1 (stereo not given)
compound no.	11	12	13	14	15
N370S GC mod	7%	7%	-15%	.	-1%
TDP1 inh	-1%	-1%	0%	5%	.
FEN1 inhibitor	1%	-12%	14%	?	10%

16: Cc1ccc(NC(=O)N2C3CCCC2CC(NC(=O)C(C)(C)C)C3)cc1 (stereo not given)
17: COc1ccccc1CNC(=O)C(=O)NCC1OCCN1S(=O)(=O)c1ccc2c(c1)OCCO2 (stereo not given)
18: O=C(CN1C(=O)NC(Cc2c[nH]c3ccccc23)C1=O)Nc1ccc(Br)cc1F (stereo not given)
19: O=C(c1ccc(=O)[nH]c1)N(Cc1ccco1)C1(C(=O)NC2CCCCC2)CCCCC1
20: C=Cc1ncc(OC)c2c1[nH]c1ccccc12
compound no.	16	17	18	19	20
N370S GC mod	-3%	-9%	.	-2%	7%
TDP1 inh	.	7%	0%	-2%	.
FEN1 inhibitor	3%	-5%	-3%	-1%	?

From no. 5 as far as 17, copied from above:
5: O=C(O)CCn1cnc2onc(-c3cc(F)cc(F)c3)c2c1=O
6: COc1ccc(Nc2nc(C)cc(C)c2C(N)=O)cc1OC
7: CC(=O)c1ccc(NC(=O)CSc2nc(C3CC3)nc3ccccc23)cc1
8: Brc1ccc(Nc2c3c(nc4ncnn24)CCC3)cc1
9: Cc1cc(/C=C(\C#N)C(=O)NCc2ccco2)c(C)n1-c1cccnc1
10: COc1ccccc1CNCCCCCCNCCCCCCCCNCCCCCCNCc1ccccc1OC
11: COc1ccc(S(=O)(=O)N(C)CC(=O)Nc2ccc(F)cc2)cc1
compound no.	5	6	7	8	9	10	11
N370S GC mod	.	-5%	-6%	3%	-1%	-7%&-11%	7%
TDP1 inh	4%	.	-4%[0.0935 µM]	7%[56.1 µM]	6%	15%[56.1 µM]	-1%
FEN1 inhibitor	-8%	-2%	-3%	2%	-11%	?	1%

12: Cc1cc(Nc2ccc3ccccc3c2)n2ncnc2n1
13: Cc1ccc(CN2CCC(CNS(=O)(=O)c3ccc(-c4ccc(=O)[nH]n4)s3)CC2)cc1
14: O=C(NCCc1nc2ccccc2n1CCCOc1ccc(Cl)cc1)C1CCCCC1
15: COc1ccc(CNC(=O)c2cccc3c2C(=O)N(CC2CCCO2)C3)cc1 (stereo not given)
16: Cc1ccc(NC(=O)N2C3CCCC2CC(NC(=O)C(C)(C)C)C3)cc1 (stereo not given)
17: COc1ccccc1CNC(=O)C(=O)NCC1OCCN1S(=O)(=O)c1ccc2c(c1)OCCO2 (stereo not given)
compound no.	12	13	14	15	16	17
N370S GC mod	7%	-15%	.	-1%	-3%	-9%
TDP1 inh	-1%	0%	5%	.	.	7%
FEN1 inhibitor	-12%	14%	?	10%	3%	-5%

More records follow.
21: CCOc1ccc2[nH]c3nc(SCC(=O)NCC4CCCO4)nnc3c2c1 (stereo not given)
22: Cc1ccc2c(c1)nnn2C1CCN(S(=O)(=O)c2ccc(C(=O)NC3CCCC3)cc2)CC1
23: CC(=C\c1ccco1)/C=C(\C#N)C(=O)NCCc1c[nH]c2ccccc12
24: Nc1ccc2nc(-c3ccc(-c4nc5ccc(N)cc5[nH]4)cc3)[nH]c2c1
25: COc1ccccc1C(=O)CC(=O)c1ccccc1
compound no.	21	22	23	24	25
N370S GC mod	-5%	9%	4%	-20%	20%
TDP1 inh	.	4%	0%	.	.
FEN1 inhibitor	-11%	-4%	3%	?	-11%

26: COc1cc(Cl)c(C)cc1NC(=O)CCNC(=O)c1ccco1
27: Cc1cc(Br)ccc1NC(=O)CNC(=O)Cn1ncc(Cl)c(Cl)c1=O
28: COc1ccc(CNC(=O)C2CCN(c3nc4ccccc4[nH]3)CC2)cc1OC
29: C[C@H](C(=O)O)c1n[nH]c(=O)c2ccccc12
30: CC1CC(C)(C)CC2(C1)NC(=O)N(CC(=O)NCC(c1ccco1)N1CCCCC1)C2=O (stereo not given)
compound no.	26	27	28	29	30
N370S GC mod	-21%	-1%	.	-3%	-4%
TDP1 inh	.	.	3%	0%	0%
FEN1 inhibitor	-1%	6%	-4%	-5%	0%

31: Cc1ccc2c(COC(=O)C34CC5CC(CC(C5)C3)C4)cc(=O)oc2c1
32: CCOc1ccc(S(=O)(=O)Nc2ccc(C(=O)N/N=C(\C)c3ccc(-n4ccnc4)cc3)cc2)cc1
33: Cc1ccc(-c2csc3nnc(SCC(=O)Nc4cccc(C)n4)n23)cc1
34: COc1ccc(NC(=O)CSc2nc(-c3ccncc3)nn2CC(=O)N2CCCC2)cc1
35: Cc1ccc2c(c1)c(=O)c(C(=O)c1ccc3c(c1)OCO3)cn2Cc1ccc(Cl)cc1
compound no.	31	32	33	34	35
N370S GC mod	12%	-13%	2%	-6%	.
TDP1 inh	0%	9%	2%	4%	2%
FEN1 inhibitor	0%	-5%	-9%	-14%	1%

36: C=CCNc1nc(-c2sc(NC(=O)CC)nc2C)cs1
37: NC(=O)CC(NC(=O)c1ccc(Br)cc1)c1ccc(N2CCN(c3ccccn3)CC2)c([N+](=O)[O-])c1 (stereo not given)
38: COc1cc(C2c3cc4c(cc3C(O[C@@H]3OC5COC(c6cccs6)OC5C(O)C3O)C3COC(=O)C23)OCO4)cc(OC)c1O (stereo not given in full)
39: Cn1cnc(C(=O)N2CCN(c3ccccc3)CC2)c1C(=O)N1CCN(c2ccccc2)CC1
40: N/C(=N\OC(=O)c1cccs1)c1cccc([N+](=O)[O-])c1
compound no.	36	37	38	39	40
N370S GC mod	6%	2%	-14%	.	-15%
TDP1 inh	-5%	5%	-6%[56.1 µM]	1%	-1%
FEN1 inhibitor	-13%	7%	.	-10%	-5%

41: Cn1nnnc1SCC(=O)Nc1ccc(Br)cc1Cl
42: COc1cccc(NC(=O)CN(Cc2ccccc2)S(C)(=O)=O)c1
43: Cc1ccc(NC(=O)c2cccs2)cc1S(=O)(=O)Nc1cccc(Cl)c1
44: COc1cc2c(C(=O)N3CCN(C4CCCCC4)CC3)cn(CC(C)C)c(=O)c2cc1OC
45: CCc1ccccc1N(CC(=O)NC1CCCCC1)C(=O)CCC(=O)Nc1ccccn1
compound no.	41	42	43	44	45
N370S GC mod	8%	3%	18%	-6%	-4%
TDP1 inh	0%	4%	-3%	4%	2%
FEN1 inhibitor	11%	-6%	-9%	7%	-6%

46: CC(C)(C)n1nnnc1C(c1ccccc1)N1CCc2ccccc2C1 (stereo not given)
47: COc1ccc(CN2CCN(CCc3ccccc3)C(CCO)C2)c(O)c1 (stereo not given)
48: COc1ccccc1N(CC(=O)N1CCN(c2ccc(F)cc2)CC1)S(=O)(=O)c1ccc(C)cc1
49: COC(=O)c1cc(NS(=O)(=O)c2ccc(N3CCCCCC3)c([N+](=O)[O-])c2)cc(C(=O)OC)c1
50: Cc1c(C(=O)OCc2nc3scc(-c4ccccc4)c3c(=O)[nH]2)cccc1[N+](=O)[O-]
compound no.	46	47	48	49	50
N370S GC mod	5%	-2%	0%	-6%	4%
TDP1 inh	7%	0%	5%	4%	1%
FEN1 inhibitor	-4%	-5%	-4%	-18%	-11%

51: CN(c1ccccc1)c1ccc(/C=C(\CCC(=O)O)c2nc3ccccc3s2)cc1[N+](=O)[O-]
52: O=C(CCN1C(=O)S/C(=C\c2ccc(Cl)cc2)C1=O)Nc1ccc(C(=O)O)cc1
53: Nc1ccc2c(c1)C(=O)N(c1ccc3ccccc3c1)C2=O
54: N#CCC(CNc1ncc(C(F)(F)F)cc1Cl)OC(=O)c1cccc([N+](=O)[O-])c1 (stereo not given)
55: Cc1cc([N+](=O)[O-])nn1CC(=O)N/N=C/c1ccccc1F
compound no.	51	52	53	54	55
N370S GC mod	-11%	-21%	.	-2%	4%
TDP1 inh	6%	28µM*	0%	3%	7%
FEN1 inhibitor	?	?	8%	-10%	3%

56: O=C(CC(NC(=O)c1ccccc1)c1ccccc1)NCc1ccccc1 (stereo not given)
57: c1cncc(-c2csc(-c3cccnc3)n2)c1
58: Fc1ccc(-c2cc3nc(-c4ccccc4)cc(N4CCN(CCN5CCOCC5)CC4)n3n2)cc1
59: O=C(NCc1ccccn1)c1ccc(NS(=O)(=O)c2cccc([N+](=O)[O-])c2)cc1
60: Cc1cccc(C(=O)N2CCN(c3ccc([N+](=O)[O-])c(N4CCOCC4)c3)CC2)c1
compound no.	56	57	58	59	60
N370S GC mod	.	-6%	-24%	.	-25%
TDP1 inh	-2%	.	4%	2%	8%
FEN1 inhibitor	5%	15%	-18%	4%	6%

61: CCCOc1ncnc2c1sc1nc3c(cc12)COC(C)(C)C3
62: CCOC(=O)CCSc1nc(C)cc(C(F)(F)F)c1C#N
63: Cc1ccc(S(=O)(=O)NCCC(=O)Nc2ccc(S(=O)(=O)NC(C)C)cc2)cc1
64: CC(=O)c1cccc(NC(=O)c2cc(-c3ccco3)on2)c1
65: COc1ccc(OCCNC(=O)CSc2ccc(C(F)(F)F)cc2[N+](=O)[O-])cc1
compound no.	61	62	63	64	65
N370S GC mod	3%	11%	-10%	-2%	4%
TDP1 inh	3%	-1%	8%	9%	2%
FEN1 inhibitor	3%	3%	0%	-15%	-3%

66: CC(Oc1cc2oc(=O)cc(-c3ccccc3)c2cc1Cl)C(=O)NCC1CCC(C(=O)O)CC1 (stereo not given)
67: O=C(NC(=O)c1ccccc1)C1=C(N2CCCC2)COC1=O
68: CCN(CC)C(=O)Cn1cnc2c1c(=O)n(C)c(=O)n2C
69: O=C(COC(=O)CCC(=O)c1ccc(F)cc1)Nc1cccc(S(=O)(=O)N2CCOCC2)c1
70: Cc1ccc2c(c1)N(C)/C(=C/c1cccc[n+]1C)S2
compound no.	66	67	68	69	70
N370S GC mod	9%	.	3%	-3%	-13%
TDP1 inh	.	4%	2%	-1%	.
FEN1 inhibitor	4%	-9%	-11%	13%	?

71: CC(CCc1ccccc1)NC(=O)Cn1ncc2c3ccccc3n(Cc3ccc(F)cc3)c2c1=O (stereo not given)
72: CCCCn1c(NC(=O)c2ccco2)c(S(=O)(=O)c2ccc(C)cc2)c2nc3ccccc3nc21
73: O=C1c2cccc3cccc(c23)C(=O)N1CCCSc1ncn[nH]1
74: Cc1ccc(NC(=O)N/C=C/c2ccc(Cl)cc2)cc1
75: CCCC1=C(C(=O)OCC)C(c2cccs2)n2ncnc2N1 (stereo not given)
76: O/N=C1\CCCc2ccc(Cl)cc21
77: C[C@H](CO)N1C[C@H](C)[C@@H](CN(C)C(=O)Nc2ccc3c(c2)OCO3)Oc2ccc(NC(=O)Nc3ccc4c(c3)OCO4)cc2C1=O
compound no.	71	72	73	74	75	76	77
N370S GC mod	.	23%	-2%	2%	-9%	3%	.
TDP1 inh	3%	0%	-3%	-2%	.	-1%	5%
FEN1 inhibitor	-7%	-26%	-8%	-7%	-18%	14%	-21%
